UPR CHOP act: apoptotic UPR (CHOP) activation | activation, % at 10 µM | AID 449763 | 0.34% of 330,000 active | CHO-CHOP luciferase reporter, luminescence; percent of tunicamycin response over DMSO baseline;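 active = at 10 µM dose, activation of 40% or more, normalized to positive control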;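 note: 100% = tunicamycin at 10 µg/mL and 0% = DMSO alone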
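System: CHO-CHOP luciferase reporter cell line; amount: 500 cells/well; buffer or medium: F12 medium containing 10% fetal bovine serum; incubation: 6 h compound exposure at 37 °C after overnight seeding; measured by: luciferase luminescence after 10 min with Steady-Glo reagent; evaluation: % reporter activation, DMSO baseline versus tunicamycin full activation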
UPR XBP1 act: adaptive UPR (XBP1) activation; AID 463104; 0.33% of 330,000 active; activation, % at 20 µM; CHO-XBP1 luciferase reporter, IRE1-XBP1 UPR activation, luminescence; percent of tunicamycin response, DMSO as zero;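 active = versus positive control, 20 µM dose yields 30% or more activation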;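 note: 100% = tunicamycin at 10 µg/mL and 0% = DMSO only wells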
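Material: IRE1-XBP1 luciferase reporter CHO line / Quantity: one thousand reporter cells per well / Buffer or medium: F12 with 10% serum / Compound: 20 µM single concentration, DMSO 1% / Times: 6 h treatment, 37 °C / Detection: Steady-Glo luciferase glow luminescence, 10 min after reagent addition / Benchmarks: tunicamycin high, DMSO low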
tim23-1 inh: growth inhibitors of tim23-1 mutant yeast; 1.3% of 330,000 active; AID 463212; S. cerevisiae tim23-1 growth, BacTiter-Glo luminescence, 24 h; inhibition, % at 20 µM;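 active = growth inhibition of the mutant yeast at or above 50%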;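 note: temperature-sensitive mutant grown at 25 °C; plate controls were DMSO-treated mutant yeast for no effect and medium wells lacking yeast for full effect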
CXCR6 block: CXCR6 (human) receptor inhibition | AID 602244 | 0.36% of 360,000 active | O00574 | CHO-K1 PathHunter CXCR6 beta-arrestin, luminescence | inhibition, % at 20 µM; in the data active = inhibition above about 34%, passing the limit was not always enough;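 note: antagonist mode with CXCL16 agonist at 10 nM final; 0% = 10 nM CXCL16 with DMSO and 100% = unstimulated wells without agonist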
Mdm2-MdmX inh: human Mdm2/MdmX binding inhibition; 3% of 330,000 active; inhibition, % at 8 µM; AID 485346; SaOS-2 split-luciferase Mdm2/MdmX complementation, luminescence; O15151+Q00987;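 active = inhibition of at least 50% at 8 µM in the primary screen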
CCR6 antag: CCR6 (human) receptor antagonism. P51684. CHO-K1 CCR6 PathHunter beta-arrestin, luminescence, CCL20-stimulated. inhibition, % at 20 µM. 0.49% of 340,000 active;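 active = compounds whose inhibition of the agonist-driven luminescence signal at 20 µM reaches about 50%, limit read from the data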;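 note: cells stimulated with CCL20 at 14 nM final; plate controls were DMSO with CCL20 for no effect and DMSO without agonist for full effect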
Target sequence (P51684 whole entry, looked up): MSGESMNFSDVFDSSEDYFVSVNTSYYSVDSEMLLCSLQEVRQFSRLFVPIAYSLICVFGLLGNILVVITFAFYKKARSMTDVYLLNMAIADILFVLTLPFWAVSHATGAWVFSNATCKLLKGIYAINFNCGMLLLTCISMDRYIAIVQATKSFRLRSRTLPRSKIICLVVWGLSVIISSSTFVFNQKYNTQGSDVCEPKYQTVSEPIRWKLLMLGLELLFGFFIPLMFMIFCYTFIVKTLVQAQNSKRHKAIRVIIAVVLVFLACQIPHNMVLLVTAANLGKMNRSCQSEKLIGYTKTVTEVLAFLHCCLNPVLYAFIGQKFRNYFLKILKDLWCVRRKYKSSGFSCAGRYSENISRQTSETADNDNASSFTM
APJ ag: agonists of human APJ apelin receptor; P35414; CHO-K1 APJ PathHunter beta-arrestin, luminescence; 0% DMSO wells, 100% apelin; activation, % at 20 µM; 0.11% of 330,000 active; AID 2520;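 active = activation more than six SD over the plate average, tested at 20 µM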;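 note: 0% = DMSO alone and 100% = apelin-13 at 10 nM; some results filed as inactive read as strong as hits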
Target sequence (P35414 whole entry, looked up): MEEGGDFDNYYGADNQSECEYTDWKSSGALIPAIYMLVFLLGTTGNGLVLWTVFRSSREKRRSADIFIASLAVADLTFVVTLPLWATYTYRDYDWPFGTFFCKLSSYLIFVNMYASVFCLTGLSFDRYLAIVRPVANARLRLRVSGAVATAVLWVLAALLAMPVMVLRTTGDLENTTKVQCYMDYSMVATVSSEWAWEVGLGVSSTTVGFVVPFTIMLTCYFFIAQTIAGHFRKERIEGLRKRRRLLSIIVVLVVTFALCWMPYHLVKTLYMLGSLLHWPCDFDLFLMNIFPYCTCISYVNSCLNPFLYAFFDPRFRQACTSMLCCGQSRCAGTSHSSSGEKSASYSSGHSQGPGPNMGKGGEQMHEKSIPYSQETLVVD
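Test system: CHO-K1 APJ beta-arrestin complementation cell line | Compound: Single test compound dose, 20 µM final, 1% DMSO | Incubation: Compound 90 min 25 °C, reagent 1 h | Measured by: beta-gal luminescence | Read-out basis: APJ–arrestin association signal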
APJ antagonist: blocks the human apelin receptor APJ | AID 2521 | 0.32% of 330,000 active | CHO-K1 APJ beta-arrestin complementation, luminescence | inhibition, % at 20 µM | P35414;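 active = inhibition above about 40% at 20 µM, limit read from the data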;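 note: cells challenged with 10 nM apelin-13 agonist together with compound; plate controls were apelin-13 plus DMSO wells for no effect and DMSO wells lacking apelin-13 for full effect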
EBI2 block: antagonists of human EBI2 receptor | P32249 | EBI2 beta-arrestin recruitment, luminescence, 7a,25-OHC stimulated | inhibition, % at 5 µM | 0.81% of 360,000 active | AID 651636; in the data active = inhibition above about 38%;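 note: enzyme fragment complementation signal reports receptor beta-arrestin coupling in cells; 0% = agonist plus DMSO wells and 100% = wells without agonist; some results beyond the cut were filed as inactive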
Target sequence (P32249 whole entry, looked up, the tested form may be a part): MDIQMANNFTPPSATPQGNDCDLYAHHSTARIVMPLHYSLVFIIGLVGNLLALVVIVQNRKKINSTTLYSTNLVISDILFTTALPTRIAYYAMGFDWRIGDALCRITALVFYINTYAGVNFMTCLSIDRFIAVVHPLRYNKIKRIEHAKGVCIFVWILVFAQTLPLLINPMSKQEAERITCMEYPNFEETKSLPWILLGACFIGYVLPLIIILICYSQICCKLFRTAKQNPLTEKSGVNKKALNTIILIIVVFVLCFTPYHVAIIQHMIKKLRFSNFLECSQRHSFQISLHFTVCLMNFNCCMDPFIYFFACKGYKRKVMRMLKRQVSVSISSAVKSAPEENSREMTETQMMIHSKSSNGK
Numbers without * were called inactive; nt = not tested or not shown. Some of the compounds tested (hit frequency here may not be typical).

| # | Molecule | CCR6 antag | tim23-1 inh | APJ ag | UPR XBP1 act | CXCR6 block | Mdm2-MdmX inh | EBI2 block | UPR CHOP act | APJ antagonist |
| --- | --- | --- | --- | --- | --- | --- | --- | --- | --- | --- |
| 1 | COc1ccc(S(=O)(=O)N2CCCN(S(=O)(=O)c3ccc(OC)cc3C)CC2)c(C)c1 | 4 | -9 | -1 | -5 | 5 | 30 | 9 | -1.7 | -14 |
| 2 | c1ccc2c(c1)CSc1sccc1C2=C1CCNCC1 | 11 | 0 | -4 | 2 | -7 | 78* | -3 | 1.4 | 2 |
| 3 | CN(C)/C=N/NC(=O)C1Cc2c(ccc3ccccc23)O1 (configuration not stated) | -1 | 15 | -2 | 1 | -11 | 4 | 2 | 2.0 | 11 |
| 4 | CCCCC(=O)Nc1nnc(S(=O)(=O)N2CCCCCC2)s1 | 15 | 0 | 0 | -6 | -6 | 3 | -11 | -0.2 | 18 |
| 5 | CC(C)OCCCNC(=O)CN1C(=O)c2cccc3cccc1c23 | 8 | 4 | 0 | -4 | 3 | 8 | 2 | -2.1 | 12 |
| 6 | CC(C)C[C@H](NC(=O)N1CC(=O)Nc2ccccc21)C(=O)N[C@H](Cc1c[nH]c2ccccc12)C(=O)O | -5 | 4 | -3 | -2 | 8 | 11 | -1 | -2.7 | -59 |
| 7 | CCC(C)(c1ccc(C(=O)OC)s1)c1ccc(C(=O)OC)s1 | 27 | 17 | -1 | 4 | -4 | -23 | 5 | -2.7 | -2 |
| 8 | COc1ccc(/C=C(\C#N)C(=O)OCC(=O)NCc2ccccc2OC)cc1 | -2 | 1 | 3 | -1 | 12 | -21 | 7 | -2.1 | 18 |
| 9 | Cc1cc(C)c(OCC(=O)Nc2nc3ccccc3[nH]2)c(C)c1 | -3 | 13 | -2 | 4 | -2 | 7 | 9 | -0.4 | -20 |
| 10 | CCOc1cc(OCC)nc(S(C)(=O)=O)n1 | 10 | -66 | 2 | -1 | 6 | 0 | -10 | 0.7 | -18 |
| 11 | Cc1oc2c(C)c3oc(=O)c(CCC(=O)NCCCCCC(=O)O)c(C)c3cc2c1C | 7 | 19 | 1 | -2 | -8 | -12 | 4 | -1.8 | -19 |
| 12 | COc1ccc(-c2ccc(SCC(=O)N3CCN(c4ccccc4)CC3)nn2)cc1 | -1 | -6 | 1 | 3 | -9 | 52* | 13 | -0.8 | 12 |
| 13 | COc1ccccc1CNC(=O)CNCCc1ccc(OC)c(OC)c1 | 10 | -3 | -2 | 1 | -14 | -12 | -7 | -0.6 | -16 |
| 14 | CCN(CC(=O)Nc1c(F)cccc1F)C(=O)COc1cccc2c1OC(C)(C)C2 | -12 | 4 | 1 | -2 | 6 | 6 | 4 | 0.1 | 7 |
| 15 | O=C1CCC(CCC(=O)N2CCCC(C(=O)c3ccc(Cl)cc3)C2)=NN1 (configuration not stated) | 0 | 12 | -2 | -1 | 2 | -20 | -2 | -0.1 | 12 |
| 16 | O=C1NC(c2ccc(Br)cc2)=N/C1=C/c1ccco1 | 4 | 13 | -3 | 25 | -4 | 41 | 4 | 7.4 | 1 |
| 17 | Cc1ccc(-c2nn(-c3ccccc3)cc2C(=O)Nc2ccc(C)c(S(=O)(=O)N3CCOCC3)c2)cc1 | 3 | 32 | -2 | -4 | -1 | -3 | 24 | 0.8 | -33 |
| 18 | Cc1onc(-c2ccccc2)c1C(=O)OCC(=O)N(C)c1ccccc1 | 4 | 41 | 0 | 0 | -1 | -6 | -10 | 1.7 | 13 |
| 19 | O=C1OC(Cc2ccccn2)C(=O)C1=C1SCCS1 (configuration not stated) | -4 | 3 | 3 | -1 | -5 | -19 | 0 | 3.6 | -6 |
| 20 | CCOC(=O)c1cnc2c(C)c(Cl)ccc2c1NCCCN1CCOCC1 | 21 | 51* | -2 | -4 | 10 | 11 | 24 | 0.6 | 19 |
| 21 | O=C(COc1ccccc1)Nc1nc2c(s1)CCCC2 | 15 | 18 | -3 | 0 | -7 | -67 | -3 | 6.0 | 14 |
| 22 | COc1ccc2c(c1)[N+](C)(C)C(C)(C)C=C2C | 4 | 7 | -2 | 1 | 1 | 7 | -5 | -1.0 | 11 |
| 23 | Clc1cccc(-c2nc(-c3ccc(-c4nn[nH]n4)cc3)no2)c1 | 2 | 29 | -2 | 2 | -2 | -45 | -16 | 5.1 | 12 |
| 24 | Cc1cc(C)cc(NC(=S)N2CCN(c3ccc(F)cc3)CC2)c1 | -3 | -12 | -1 | -1 | -9 | -9 | -12 | 0.6 | 3 |
| 25 | CC(=O)N1c2ccc(S(=O)(=O)N3CCCC3)cc2CC1C(=O)NCc1ccc(OC(C)C)cc1 (configuration not stated) | 1 | 8 | -2 | -5 | -4 | 27 | -12 | 1.3 | 8 |
| 26 | O=C(Cc1cc(=O)[nH]c(=O)[nH]1)N1CCN(C(=O)c2ccco2)CC1 | -7 | -9 | 1 | -4 | 5 | 19 | -2 | 2.2 | 3 |
| 27 | Cc1onc(-c2ccccc2)c1CNC(=O)Nc1ccc(C(F)(F)F)cc1 | 4 | 9 | 3 | -8 | -20 | 25 | 12 | 0.4 | -13 |
| 28 | CCCCN(C)Cc1c(O)ccc2c(=O)c(-c3ccccc3OC)coc12 | 9 | 3 | -4 | -5 | 5 | 8 | -9 | 0.3 | 3 |
| 29 | CC1CC(C)CN(C(=O)Nc2ccc(Br)cc2)C1 (configuration not stated) | 8 | 10 | 1 | 0 | -2 | 12 | 1 | -0.7 | -2 |
| 30 | COc1ccc(N2CCN(c3ncnc4c3nnn4Cc3ccccc3Cl)CC2)cc1 | 6 | 7 | 0 | 2 | 8 | 15 | 31 | -1.6 | 22 |
| 31 | C[C@@H](CN1CCC[C@H]1CN1C(N)=NC[C@@H]1Cc1ccccc1)N1C[C@@H](Cc2ccccc2)N(CCc2ccc(Cl)c(Cl)c2)C1=N | 0 | -175 | -4 | -1 | 6 | 13 | 7 | 7.2 | 17 |
| 32 | CCOC(=O)CSC1=C(C#N)C(c2ccc(C)cc2)C(C(=O)OC)C(=O)N1 (configuration not stated) | 7 | 4 | 2 | -2 | -2 | -8 | -9 | -0.7 | -2 |
| 33 | COC(=O)c1c(C(=O)OC)c(-c2ccc(Cl)cc2)n2c1CS(=O)(=O)C2 | 0 | 22 | -4 | -2 | 4 | 16 | 11 | -1.2 | 9 |
| 34 | COc1ccc(N2CCN(C(=O)Cc3ccc(Br)cc3)CC2)cc1 | 3 | 12 | -5 | 1 | -14 | 4 | 19 | -0.8 | 1 |
| 35 | Cc1cc(C)c(-n2c(SCc3nc4ccccc4s3)n[nH]c2=O)c(C)c1 | 14 | 23 | -1 | -4 | -2 | 39 | 10 | -0.8 | -4 |
| 36 | O=S(=O)(Nc1ccc(S(=O)(=O)N2CCCCC2)cc1)c1cccs1 | 3 | 4 | -4 | -3 | 4 | 13 | -7 | 0.6 | 3 |
| 37 | Cc1occc1C(=O)N(C)CC1CCCN(CCc2ccccc2F)C1 (configuration not stated) | 13 | -2 | -8 | -6 | 5 | -2 | -17 | -1.8 | 15 |
| 38 | COc1cccc(-n2ccnc2SCC(=O)N2CCCc3ccccc32)c1 | 10 | 21 | -1 | 1 | 1 | -15 | -5 | 1.3 | -2 |
| 39 | CCN1C(=O)S/C(=C/c2cn(C)c3ccccc23)C1=O | 16 | 9 | -4 | 5 | 0 | 0 | 3 | 1.4 | 0 |
| 40 | Cn1c(CCN2CCCCC2)nc2cc(NC(=O)Nc3ccccc3)ccc21 | 8 | 6 | 1 | 3 | -9 | 0 | -4 | 1.7 | 3 |
| 41 | COc1cc(/C=C2/NC(=O)N(c3cccc(Cl)c3)C2=O)ccc1O | 11 | -19 | 1 | 9 | -8 | 23 | 1 | 18 | 3 |
| 42 | CC1CC(C)CN(C(=O)CSc2nc(N)cc(=O)[nH]2)C1 (configuration not stated) | 1 | 0 | -4 | -1 | 20 | -8 | 0 | 2.8 | 4 |
| 43 | CCOC(=O)c1cc(CC)sc1NC(=O)CSc1nc2ccccc2c(=O)n1Cc1ccco1 | 8 | 3 | -4 | -3 | 6 | 23 | 13 | 1.3 | 8 |
| 44 | Cc1ccc(C(=O)NN2C(=O)C3C4c5ccccc5C(c5ccccc54)[C@@H]3C2=O)cc1 (some centres not stated) | 3 | 23 | 1 | 2 | -10 | -4 | -3 | -0.1 | -8 |
| 45 | CCCCNc1nc2ccccc2n1CC(=O)Nc1ccc2c(c1)OCCO2 | 4 | -7 | 0 | 2 | nt | 11 | nt | 1.1 | -10 |
| 46 | COc1ccc(C)cc1NC(=O)CCNC(=O)Cn1cnc2ccccc2c1=O | -8 | 14 | 0 | 2 | 2 | -11 | -1 | 0.3 | 6 |
| 47 | Cc1cc(C)nc(N2CCC(C(=O)Nc3nnc(C)s3)CC2)n1 | 2 | -3 | -1 | -4 | -2 | 10 | 3 | -1.8 | 24 |
| 48 | Cn1c(=NC(=O)C2CC2)sc2cc(F)cc(F)c21 | -4 | 11 | 2 | 1 | -4 | -9 | 5 | 2.0 | 18 |
| 49 | CCN(CC)S(=O)(=O)c1ccc(C(=O)C(C#N)c2ccccn2)cc1 (configuration not stated) | -13 | -1 | -3 | 2 | 5 | 10 | -4 | 2.6 | 5 |
| 50 | COc1ccc([N+](=O)[O-])cc1NC(=O)C(C)c1ccccc1 (configuration not stated) | 3 | 21 | -2 | -3 | 4 | 26 | 19 | 0.7 | -4 |
| 51 | CCCCc1ccc(NC(=S)N2CCN(C)CC2)cc1 | 1 | -3 | -1 | -4 | -4 | 9 | -12 | 3.0 | 4 |
| 52 | Cn1ccnc1Sc1nc2ccccc2nc1NS(=O)(=O)c1ccccc1 | 2 | -1 | -4 | -1 | -5 | 7 | -7 | 0.8 | 15 |

An excerpt from above in order of molar mass, largest number first:
| # | Molecule | CCR6 antag | tim23-1 inh | APJ ag | UPR XBP1 act | CXCR6 block | Mdm2-MdmX inh | EBI2 block | UPR CHOP act | APJ antagonist |
| --- | --- | --- | --- | --- | --- | --- | --- | --- | --- | --- |
| 47 | Cc1cc(C)nc(N2CCC(C(=O)Nc3nnc(C)s3)CC2)n1 | 2 | -3 | -1 | -4 | -2 | 10 | 3 | -1.8 | 24 |
| 50 | COc1ccc([N+](=O)[O-])cc1NC(=O)C(C)c1ccccc1 (configuration not stated) | 3 | 21 | -2 | -3 | 4 | 26 | 19 | 0.7 | -4 |
| 48 | Cn1c(=NC(=O)C2CC2)sc2cc(F)cc(F)c21 | -4 | 11 | 2 | 1 | -4 | -9 | 5 | 2.0 | 18 |

Exported with two lines to a compound: entries from further up
Value order – CCR6 antag, tim23-1 inh, APJ ag, UPR XBP1 act, CXCR6 block, Mdm2-MdmX inh, EBI2 block, UPR CHOP act, APJ antagonist
49. CCN(CC)S(=O)(=O)c1ccc(C(=O)C(C#N)c2ccccn2)cc1 (configuration not stated)
 : -13, -1, -3, 2, 5, 10, -4, 2.6, 5
47. Cc1cc(C)nc(N2CCC(C(=O)Nc3nnc(C)s3)CC2)n1
 : 2, -3, -1, -4, -2, 10, 3, -1.8, 24
51. CCCCc1ccc(NC(=S)N2CCN(C)CC2)cc1
 : 1, -3, -1, -4, -4, 9, -12, 3.0, 4
